# High-throughput results as filed in PubChem BioAssay.
# PDI inh: inhibitors of human PDI, primary screen, biochemical, turbidity, single point, plate reader. PDI insulin aggregation turbidity, A650, 90 min. inhibition, % at 10 µM. 0.052% of 350,000 active. AID 588391, 2011;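 active = mean inhibition across replicates of 30% or more, whatever share of single replicates reach that level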;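 also: absorbance from insulin aggregation driven by PDI reduction with DTT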
# Target sequence (P07237 whole entry, looked up): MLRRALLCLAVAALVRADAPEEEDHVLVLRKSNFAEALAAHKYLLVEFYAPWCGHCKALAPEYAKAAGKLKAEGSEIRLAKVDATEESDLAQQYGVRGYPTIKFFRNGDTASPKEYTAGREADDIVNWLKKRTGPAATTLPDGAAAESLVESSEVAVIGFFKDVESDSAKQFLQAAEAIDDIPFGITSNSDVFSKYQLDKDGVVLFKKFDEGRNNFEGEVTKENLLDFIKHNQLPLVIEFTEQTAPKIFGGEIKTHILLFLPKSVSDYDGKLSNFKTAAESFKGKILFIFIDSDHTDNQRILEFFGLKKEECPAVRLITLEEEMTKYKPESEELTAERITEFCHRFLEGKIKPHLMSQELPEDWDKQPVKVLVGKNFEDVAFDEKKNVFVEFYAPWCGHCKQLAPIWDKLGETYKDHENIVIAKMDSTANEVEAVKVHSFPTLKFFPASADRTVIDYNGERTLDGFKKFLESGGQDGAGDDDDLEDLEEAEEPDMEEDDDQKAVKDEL
# CF NFkB inh: inhibitors of PAF-induced NF-kB signaling, primary screen, cell-based, GFP fluorescence, uHTS; KKLEB NF-kB-GFP reporter, GFP fluorescence overnight; inhibition, % at 5 µM; 0.86% of 360,000 active; AID 588850, 2011;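 active = at least 50% inhibition at 5 µM, scaled per plate between neutral and stimulator controls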;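 also: PAF is a Pseudomonas aeruginosa culture filtrate used as stimulus; plate controls were PAF-stimulated DMSO wells for no effect and unstimulated DMSO wells for full effect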
# Shn3 inh set2: reduction of Shn3 3'UTR firefly luciferase signal, primary screen, Schnurri-3 inhibitor project, cell-based, Clone20 osteoblasts, set 2; Clone20 osteoblast Shn3 3'UTR firefly luciferase, 24 h; AID 588674, 2011; 0.52% of 360,000 active; inhibition, % at 12.5 µM;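 active = mean inhibition of at least 75% with every replicate also reaching 75%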;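 also: 0% = median of neutral control wells and 100% = pilot-screen positive control compound; some compounds past the cut are filed as inactive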
# KKLEB cytotox: cytotoxicity in KKLEB CF airway cells, primary screen, cytotoxicity control for CF NF-kB inhibitor project, cell-based, uHTS, fluorescence assay plates; KKLEB CF airway cells viability, ATPlite luminescence, overnight; hits give low values; cells stimulated with P. aeruginosa culture filtrate; activity change (cytotoxicity), % at 5 µM; 0.36% of 360,000 active;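 active = corrected activity change at or below -50% at 5 µM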
# Vif inh: HIV Vif self-association inhibitors, primary screen, imaging, HEK293T, single point | 0.35% of 340,000 active | AID 602346, 2012 | HEK293T cells, Vif self-association by quenched fluorescence, 24 h | inhibition, % at 7.49 µM; in the data active = inhibition above about 50%, passing the limit was not always enough; also: some results filed as inactive read as strong as hits
# HIF-2a inh: HIF-2a reporter inhibitors, primary screen, luminescence, 786-0 RCC cells; 0.72% of 360,000 active; 786-0 RCC cells HIF-2a reporter, luciferase luminescence, overnight; AID 624352, 2012; inhibition, % at 18.8 µM;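 active = inhibition of the luminescence signal of 40% or more relative to plate controls, in a single-dose primary screen at 18.75 µM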
# TRPM1 prom inh: inhibitors of MITF-dependent TRPM1 promoter reporter, primary screen, cell-based, SK-MEL-5, single point, luciferase. inhibition, % at 12.5 µM. 0.83% of 330,000 active. SK-MEL-5 TRPM1 promoter luciferase, 24 h;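 active = mean inhibition across replicates of 60% or more, whatever share of single replicates reaches that level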; also: values of inactives mirror those of a sister screen read the other way
# CaV13 ICDI inh: Primary screen for inhibitors of IQ motif and Ca2+-dependent inactivation inhibitor domain binding in CACNA1D, Förster resonance energy transfer in living cells, …. HEK cells, CFP/YFP FRET ICDI-IQ, plate reader, 10 min; percent FRET-ratio fall versus neutral wells. inhibition, % at 12.3 µM. 0.098% of 340,000 active;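 active = mean replicate inhibition of at least 30% and at least 1% of replicates passing that level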;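 also: 0% = median of the neutral control wells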
# Peg3 prom inh: Peg3 promoter-driven luciferase inhibitors, primary screen, cell-based, HeLa, luciferase luminescence; HeLa PEG-Prom luciferase reporter, overnight; inhibition, % at 20 µM; 1.7% of 360,000 active; AID 588405, 2011;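 active = inhibition of at least 50% at 20 µM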
# NR2E3 ag-1: NR2E3 agonists in two-hybrid cells, primary screen, cell-based, luminescence, CHO-S, Gal4-NCOR/VP16-NR2E3; Photoreceptor-specific nuclear receptor (Homo sapiens), Q9Y5X4; luciferase; inhibition of corepressor binding, % at 3.98 µM; 0.35% of 360,000 active; AID 602229, 2012;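 active = inhibition above the mean of all tested compounds plus 3 SD, cut at about 70% in these data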;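 also: 0% = DMSO with NR2E3 transfected cells and 100% = cells lacking NR2E3 construct; higher means lower luciferase signal from less NR2E3 corepressor binding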
# Target sequence (Q9Y5X4 whole entry, looked up, the tested form may be a part): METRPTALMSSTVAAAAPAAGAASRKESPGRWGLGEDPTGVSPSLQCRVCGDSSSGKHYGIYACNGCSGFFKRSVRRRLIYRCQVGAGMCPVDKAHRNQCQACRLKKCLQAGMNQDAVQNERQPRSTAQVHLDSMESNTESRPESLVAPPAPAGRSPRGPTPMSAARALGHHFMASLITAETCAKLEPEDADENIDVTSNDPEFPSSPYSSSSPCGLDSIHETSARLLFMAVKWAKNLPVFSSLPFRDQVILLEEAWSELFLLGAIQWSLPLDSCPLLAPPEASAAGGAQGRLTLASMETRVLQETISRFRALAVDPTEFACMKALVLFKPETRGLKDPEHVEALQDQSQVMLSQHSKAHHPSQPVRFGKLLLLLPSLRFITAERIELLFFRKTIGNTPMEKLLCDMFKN
# NR2E3 ag-2: inhibitors of NR2E3-RetCOR corepressor binding, primary screen, NR2E3 agonist project, biochemical, TR-FRET, GST-NR2E3, biotin-RetCOR; Photoreceptor-specific nuclear receptor (Homo sapiens), Q9Y5X4; 1536-well; inhibition of corepressor binding, % at 4.78 µM; 0.12% of 320,000 active; AID 2300, 2010;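 active = percent inhibition above the cutoff of mean plus 3 SD of all tested compounds, set per screening campaign, cut at about 20% in these data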;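 also: 0% = DMSO wells and 100% = biotin wells as full block of FRET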
#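 Material: NR2E3–RetCOR corepressor complex / Amount: 1.35 nM GST-NR2E3 / Medium: Tris pH 7.5 / Compound: single nominal compound dose of 4.8 µM / Incubation: 5 h at 4 °C / Technique: TR-FRET, Eu(K)-anti-GST donor, streptavidin-D2 acceptor, ex 340, em 617/671 nm / Read-out basis: percent loss of FRET ratio relative to control wells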
# * hit, by the source's call; · = not tested or not shown.
SMILES,PDI inh,CF NFkB inh,Shn3 inh set2,KKLEB cytotox,Vif inh,HIF-2a inh,TRPM1 prom inh,CaV13 ICDI inh,Peg3 prom inh,NR2E3 ag-1,NR2E3 ag-2
Cc1ccc(-c2nc(COC(=O)c3c(C)noc3C)cs2)cc1,-1.2,-26.1,33.6,-2.8,-13.9,-248.5,-39.9,-8.2,-272.3,-5.0,1.6
S=c1[nH]nc(C2CCCCC2)n1/N=C/c1ccc(Br)s1,-5.1,-7.6,-2.5,-7.8,-9.9,16.7,7.6,-3.7,4.5,-13.1,1.7
CC1CCCC(NC(=O)COC(=O)c2sc3ccccc3c2Cl)C1C (configuration not stated),-1.9,10.5,7.6,-0.5,-17.8,5.4,-0.1,-4.4,11.8,16.0,0.8
Nc1nnc(SCC(=O)NC2CCCCC2)n1-c1ccccc1,-8.9,2.9,3.0,0.4,-0.9,13.1,-6.1,-4.3,10.8,-12.3,-0.2
CCN(C(=O)COC(=O)C1=COCCO1)c1ccccc1,0.2,13.7,7.2,-18.9,-3.8,8.0,0.2,-4.9,6.2,20.7,-2.5
Cc1ccc(C2=NNC(=O)C(c3c[nH]c4ccccc34)C2)cc1 (configuration not stated),1.8,-15.9,-7.4,9.3,1.4,-47.0,-15.1,11.3,-12.6,-12.3,-5.5
CCCCCC1CC(CC(=O)Nc2nncs2)C(=O)O1 (configuration not stated),-5.5,-8.7,-5.5,9.2,·,15.6,9.5,-2.0,5.5,-14.4,0.2
O=C(O)C(Cc1c[nH]c2ccccc12)N1CCS(=O)(=O)CC1 (configuration not stated),-1.4,18.3,24.2,2.6,-0.3,2.5,5.8,-3.6,20.4,-5.8,3.7
O=C(Cn1ncc2c3ccccc3n(Cc3ccccc3F)c2c1=O)NCC1CCCO1 (configuration not stated),-8.9,0.8,-24.0,2.9,0.6,20.9,6.5,-2.6,-9.8,1.9,-0.5
CN(CC(=O)Nc1cccc(F)c1)C(=O)c1ccc(N2CCCCC2)c([N+](=O)[O-])c1,-7.0,-46.7,40.7,9.1,-11.2,-108.5,-0.8,-4.9,-76.4,52.9,5.5
COC(=O)c1ccc(NC(=O)COc2coc(CN3CCc4ccccc43)cc2=O)cc1,-0.2,30.6,3.0,-36.6,-0.9,12.9,-0.1,-6.3,22.5,-7.5,0.7
O=S(=O)(c1ccc(Cl)cc1)N1CCC2(CC1)CO2,4.0,17.1,-11.1,-1.5,-6.9,7.7,7.7,-5.0,16.5,4.3,1.6
O=C(CN(Cc1ccccc1)C(=O)c1cccc([N+](=O)[O-])c1)Nc1c(Cl)cc(Cl)cc1Cl,1.8,-11.8,-0.9,1.0,-9.8,7.5,-7.6,-2.8,2.4,-40.2,0.6
O=C(C[n+]1ccccc1)N/N=C/c1cc(Br)cc(Br)c1O,12.6,22.7,12.8,15.4,4.7,23.0,9.9,·,16.6,0.4,-1.5
CCOC(=O)Oc1ccc2oc(=O)cc(C)c2c1,4.3,15.5,-0.6,0.7,10.5,-13.2,-4.2,-3.0,-29.4,-16.3,-0.2
Cc1cc(C)nc(-n2nc(C)c3c(C(F)(F)F)cc(=O)[nH]c32)n1,-5.6,-10.2,7.3,2.6,12.2,2.7,-0.4,-4.0,7.0,4.7,3.3
COc1ccc(CCN2CC3=C(C2=O)C(c2ccccc2)NC(=O)N3C)cc1OC (configuration not stated),0.3,-3.6,-7.7,0.6,-1.9,16.9,0.3,-3.3,24.9,-15.4,-0.8
O=C(O)c1ccccc1P(=O)(c1ccccc1)c1ccccc1,-2.1,11.9,7.1,14.2,-1.1,8.4,9.9,-0.1,19.9,2.9,1.4
NC(=O)c1ccc(NCc2ccco2)c([N+](=O)[O-])c1,-3.3,0.6,-3.0,-1.0,-14.1,-1.8,7.3,·,0.7,-0.2,0.7
CC1CCCN(C(=O)c2cc(F)c(F)cc2Cl)C1 (configuration not stated),12.3,-3.2,-10.2,10.8,150.7,8.7,6.5,-7.0,4.6,-11.2,0.1
CCn1c(SCC(=O)N2CCCC(C)C2)nc2c1c(=O)n(C)c(=O)n2C (configuration not stated),-15.9,9.8,0.4,-6.8,7.8,11.6,-6.3,-5.0,0.7,18.2,2.5
C(/CCc1ccccc1)=N\n1cnnc1,9.1,-10.0,5.2,1.0,11.6,12.6,0.2,·,10.4,1.1,3.4
Fc1ccc(Nc2nc(N3CCOCC3)nc(N3CCOCC3)n2)cc1Cl,-15.0,16.3,23.5,-1.5,-5.8,8.2,-50.6,-3.4,-24.3,-22.3,0.4
Cc1nn(-c2ccccc2)c(C)c1/C=N/NC(=O)c1cc(-c2ccc(Br)s2)[nH]n1,-4.2,29.6,2.0,-15.6,-19.4,-54.0,6.4,-5.7,37.1,-1.8,-0.4
COc1ccc(S(=O)(=O)N2CCN(c3ccccc3OC)CC2)cc1,-10.2,13.0,11.4,-1.4,-2.5,11.4,-3.2,-2.4,8.9,15.8,-0.5
CCN(CCNC(=O)C1CCCN(S(=O)(=O)c2cnc[nH]2)C1)c1ccccc1 (configuration not stated),-0.3,-16.1,-27.5,-1.8,8.6,7.4,-4.0,-15.1,-1.2,2.8,-0.4
FC(F)(F)c1nnc2c(Sc3ccccn3)nc3ccccc3n12,4.2,47.1,-41.9,-9.8,-3.6,-45.2,46.3,-4.2,23.9,-25.2,-0.2
Oc1ccccc1/C=N/Nc1ccnc(SCc2ccccc2)n1,2.6,-22.0,39.1,-5.3,2.8,-75.3,12.9,-5.9,4.0,-6.9,-1.6
CCc1ccccc1Nc1nc2ccccc2[nH]1,1.7,0.6,17.4,1.5,4.7,-22.1,·,-20.7,-6.5,-45.6,-3.6
COc1ccccc1OC(C)C(=O)Nc1ccccc1C(=O)NCC1CCCO1 (configuration not stated),-1.1,12.3,-2.7,-9.0,-6.0,13.3,-1.3,-4.4,7.8,3.5,0.4
Cc1ccc(-n2cc(CNCCc3ncc(C)[nH]3)c(-c3ccc(F)cc3)n2)cc1,0.6,5.7,17.8,-9.8,6.0,-54.1,-4.1,-5.0,57.0*,0.0,-0.5
OC(COc1ccc(Cl)cc1)CN1CCC(Cc2ccccc2)CC1 (configuration not stated),5.2,18.1,-5.2,-7.7,-3.8,9.6,-8.6,-16.4,2.7,4.0,0.4
O=C(O)c1c2c(nc3ccc(S(=O)(=O)N4CCC(C(=O)NC5CCCC5)CC4)cc13)CCCCC2,16.0,-20.4,16.7,-12.7,·,15.8,·,-6.2,9.4,-19.2,0.5
S=C(NCCCN1CCOCC1)NC1CCCC1,20.3,-10.4,12.8,24.1,-3.6,14.5,2.1,0.6,-10.4,-7.6,1.7
Cc1ccc(OC(=O)c2ccc(C)c(C)c2)cn1,-4.1,-23.1,-45.3,14.5,2.5,-42.0,-10.2,-3.5,-27.1,19.5,-3.3
O=C(NCCCn1ccnc1)/C(=C/c1ccc(F)cc1)NC(=O)c1ccccc1,4.3,-2.5,-10.6,2.2,9.1,1.9,-3.1,-3.5,-3.6,-7.5,-3.9
CCOC(=O)C1CCN(Cc2ccc(N(C)C)cc2)CC1,-2.2,6.1,-4.1,3.0,-0.3,9.5,-4.0,-3.6,7.0,-3.9,-1.5
O=c1oc2c(CN3CCOCC3)c(O)ccc2c2ccccc12,5.7,-2.4,-62.3,-1.7,1.9,-157.3,-25.5,-5.1,-108.1,-60.8,4.9
O=C1[C@H](Oc2ccccc2)[C@@H](c2ccncc2)N1c1ccncc1,-7.5,-25.6,-17.1,16.8,17.4,2.3,-11.3,-5.7,-5.5,-6.5,·
C/C(CCc1ccc2c(c1)OCO2)=N\N=C1\NC(=O)CC(C(=O)Nc2ccccc2F)S1 (configuration not stated),-0.8,-20.3,-6.2,-4.0,0.4,6.1,-9.0,-2.0,-2.9,22.2,4.5
O=C(O)CCCCCNc1nc2ncn(Cc3ccccc3)c2c(=O)[nH]1,-6.0,16.2,1.0,-11.1,4.3,2.3,10.3,-9.8,5.8,1.6,-3.6
CN(C)S(=O)(=O)c1ccc(C(=O)Nc2ccc3c(c2)CCC3)cc1,2.4,-4.7,-72.3,5.1,-4.3,-153.3,-44.6,-19.6,-172.3,-42.0,1.5
CC1(c2ccc3c(c2)OCCO3)NC(=O)N(CC(=O)Nc2ccccc2SCC#N)C1=O (configuration not stated),-7.4,-15.0,-34.6,-0.3,-3.1,-15.1,0.1,-6.6,18.9,-5.1,0.1
Cc1ccc(S(=O)(=O)c2c(N)n(NC(=O)c3ccccc3C)c3nc4ccccc4nc23)cc1,3.5,-5.6,10.3,4.8,2.9,10.8,-5.1,-5.6,19.6,-3.2,-1.1
COc1ccc(NC(=O)CS(=O)c2ccc(Br)cc2)cc1 (configuration not stated),-0.4,-3.9,-4.4,13.5,-2.9,4.1,5.4,-5.4,-6.0,-24.9,1.1
CC[C@]12c3[nH]c4ccccc4c3CCN1C(=O)C(CC(=O)NCc1cccc(C(F)(F)F)c1)C[C@@H]2C(=O)N1CCN(C(=O)c2ccco2)CC1 (some centres not stated),-15.2,-5.6,3.9,4.3,-1.0,14.4,9.2,-8.7,9.7,0.5,·
O=CNCCc1nc2ccccc2n1CCc1ccccc1,-15.0,1.9,-8.7,-16.7,17.9,13.3,-7.4,-1.3,2.8,-20.1,-0.2
CCCCOc1ccc(-c2nnn(CC(=O)Nc3ncc(CC(=O)OCC)s3)n2)cc1,10.2,-4.0,2.8,3.3,-5.2,-18.4,-12.7,-1.6,4.2,-31.3,0.5

# An excerpt of these results, with two lines to a compound.
# Below each compound – PDI inh | CF NFkB inh | Shn3 inh set2 | KKLEB cytotox | Vif inh | HIF-2a inh | TRPM1 prom inh | CaV13 ICDI inh | Peg3 prom inh | NR2E3 ag-1 | NR2E3 ag-2
OC(COc1ccc(Cl)cc1)CN1CCC(Cc2ccccc2)CC1 (configuration not stated)
 : 5.2 | 18.1 | -5.2 | -7.7 | -3.8 | 9.6 | -8.6 | -16.4 | 2.7 | 4.0 | 0.4
O=C(O)c1c2c(nc3ccc(S(=O)(=O)N4CCC(C(=O)NC5CCCC5)CC4)cc13)CCCCC2
 : 16.0 | -20.4 | 16.7 | -12.7 | · | 15.8 | · | -6.2 | 9.4 | -19.2 | 0.5
S=C(NCCCN1CCOCC1)NC1CCCC1
 : 20.3 | -10.4 | 12.8 | 24.1 | -3.6 | 14.5 | 2.1 | 0.6 | -10.4 | -7.6 | 1.7
